# GCN5L2 inh = GCN5L2 (KAT2A) acetyltransferase inhibition | Potency, µM (top dose mostly 58.9 µM), inactives show at the highest dose activity change, negative = inhibition, most hits filed as inhibitors | AID 504327 | 390,000 compounds, 0.21% hits | Q92830 | GCN5L2 HAT assay, ThioGlo1 CoA-SH fluorescence
#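 GCN5L2 (20 nM) in 50mM HEPES pH 7.5, 0.1mM EDTA, 0.01% Tween-20 preincubated 15 min with compounds at room temperature. Reaction started with H3(1-25) 75uM, acetyl-CoA 70uM, ThioGlo1 50uM; CoA-thiol fluorescence (Ex340/Em540) read at 0 and 20 min.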
# N370S GC mod = inhibitors or activators of N370S glucocerebrosidase for Gaucher disease; P04062; N370S GC spleen homogenate, 4MU-glucoside fluorescence; Potency, µM (series often up to 59.4 µM), without a hit: at the top dose activity change, negative = inhibition, actives largely listed as inhibitors; 330,000 compounds, 0.092% hits;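 also: 0% = full enzyme activity and -100% = no enzyme basal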
# FEN1 inhibitor = blocks human flap endonuclease 1. P39748. Recombinant FEN1 flap cleavage, fluorescence, 15 min. Potency, µM (highest dose often 114 µM), for inactives: at the highest dose activity change, negative = inhibition, hits mostly inhibitors. 390,000 compounds, 0.35% hits; also: nearly all actives have a fitted effect of over 65% in size
# Target sequence (P39748 whole entry, looked up): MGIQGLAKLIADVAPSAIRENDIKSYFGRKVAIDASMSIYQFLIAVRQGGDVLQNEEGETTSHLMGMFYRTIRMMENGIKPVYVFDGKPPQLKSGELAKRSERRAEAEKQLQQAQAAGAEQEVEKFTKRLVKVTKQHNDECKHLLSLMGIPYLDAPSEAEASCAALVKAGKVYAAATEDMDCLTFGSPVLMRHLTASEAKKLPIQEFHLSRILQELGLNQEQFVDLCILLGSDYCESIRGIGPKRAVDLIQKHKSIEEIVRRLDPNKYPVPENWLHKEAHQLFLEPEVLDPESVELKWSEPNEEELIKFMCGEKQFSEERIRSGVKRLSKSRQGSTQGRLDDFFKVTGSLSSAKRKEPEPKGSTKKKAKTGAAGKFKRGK
#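 With each library titrated from low to high concentration, compounds met 10 nM FEN1 for 15 min at room temperature before 50 nM substrate was added; readings at 0 and 15 min fed four-parameter Hill curve fits.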
# * = called active by the depositor; u = inconclusive; x = no result given; & = joins results of further samples; [ ] = another dose, or the depositor's remark. Calls follow the shape of the dose curve; as a rule, active = well fitted curve in the direction sought with a large enough effect; inconclusive = small, poorly fitted or top-dose-only effect, or another doubt; inactive = no such curve, though single readings can be large; an effect the other way counts as inactive or inconclusive. Unless noted, % is scaled to controls: 0 for no effect and ±100 for the full control effect; potency is read from the fitted curve at half-maximal effect.
SMILES,GCN5L2 inh,N370S GC mod,FEN1 inhibitor
Cc1ccc(-c2csc(NC(=O)C3CCN(S(=O)(=O)c4cccs4)CC3)n2)cc1,-6.4%,-7.9%,-5.1%
CCOC(=O)C1CCCN(Cc2ccc(-c3ccccc3)cc2)C1 (stereo not given),-14.8%,-18.8%,12.1%
CC(C)(C)c1ccc(Cn2nnc3c(=O)[nH]c(C4CCN(C(=O)c5ccco5)CC4)nc32)cc1,-11.0%,3.9%,-16.8%
CCc1nc(N2CCOCC2)c(C#N)c2c1CCCC2,-10.9%,15.2%,-12.7%
Cc1ccccc1C(=O)Nc1ccc(C(=O)OCc2cc(=O)n3nc(C4CC4)sc3n2)cc1,-10.3%,x,-8.9%
Cc1onc(-c2ccccc2)c1C(=O)Nc1ccnn1C1CCCCC1,3.1%,5.6%,-7.7%
CCc1ccc(C(=O)NC(Cc2c[nH]c3ccccc23)C(=O)OCC(=O)c2ccc(Br)cc2)cc1 (stereo not given),-3.6%,x,-1.5%
O=C(NCc1cccnc1)c1csc2c1CCCC2,0.1%,1.7%,-1.8%
Cc1ccc(-c2nc(Nc3ccc(O)cc3)c3ccccc3n2)cc1,0.5%,u,-12.6%
O=C1CCN(Cc2ccc(Cl)cc2)N1,-0.9%,-1.0%,15.2%
CC(=O)c1cccc(NC(=O)Cn2c(=O)oc3cc(S(=O)(=O)NCc4ccccc4)ccc32)c1,0.6%,x,0.5%
CC(=O)c1c(C)nc(-c2ccccc2)nc1NC(=O)Cc1ccccc1,-6.0%,-7.6%,2.2%
Cc1onc(-c2ccccc2)c1C(=O)NCc1ccc(Cl)cc1,-3.1%,5.9%,0.0%
Cc1nn(C(=O)c2ccccc2)c(C)c1Sc1ccc(Cl)cc1,-7.5%,x,-8.2%
CCOc1ccc(C(=O)OC(C)CN2CCN(C)CC2)cc1 (stereo not given),-3.2%,-11.4%,-0.5%

# Part of the list above in order of number of heavy atoms, smallest number first.
SMILES,GCN5L2 inh,N370S GC mod,FEN1 inhibitor
O=C1CCN(Cc2ccc(Cl)cc2)N1,-0.9%,-1.0%,15.2%
Cc1onc(-c2ccccc2)c1C(=O)NCc1ccc(Cl)cc1,-3.1%,5.9%,0.0%
CC(=O)c1c(C)nc(-c2ccccc2)nc1NC(=O)Cc1ccccc1,-6.0%,-7.6%,2.2%

# The list goes on:
SMILES,GCN5L2 inh,N370S GC mod,FEN1 inhibitor
O=C(CCc1nc2cccnc2n1Cc1ccccc1)NCCc1ccc(Cl)cc1,-2.9%,5.3%,-19.5%
CSc1cccc(NC(=S)N(Cc2ccc(C)cc2)Cc2cccnc2)c1,-11.6%,-3.4%,-9.9%
O=C(C/C=N/OCc1ccc(Cl)cc1Cl)c1ccccc1,1.6%,2.2%,-13.6%
CCN1C(=NCc2cc(OC)c(OC)c(OC)c2)N[C@@H](c2ccccc2)C(C(=O)OC)=C1C,-1.1%&-2.7%,-25.7%,-1.0%
Nc1nc(Sc2ccc(C(F)(F)F)cn2)n[nH]1,-9.8%,-0.3%,1.1%
COc1ccccc1NS(=O)(=O)c1cc([N+](=O)[O-])ccc1N/N=C/c1sc(N2CCOCC2)nc1-c1ccccc1,-3.6%,-1.6%,-5.1%
Cc1ccc(C(=O)OCC(=O)NCc2cccs2)cc1C,-2.1%,1.1%,-1.0%
COc1ccccc1CNCc1ccc(C)cc1,-6.6%,1.2%,3.0%
Cc1ccc(/C=C/C(=O)Nc2ccc(S(=O)(=O)Nc3onc(C)c3C)cc2)cc1,-4.7%,-2.0%,-7.2%
CCOc1cc(C(=O)OCC(=O)c2c(C)[nH]c3ccccc23)ccc1OCC(=O)N1CCOCC1,-9.4%,-0.8%,5.9%
O=C(O)C1CCCCC1C(=O)NCCc1ccccc1 (stereo not given),1.8%,-6.0%,-1.8%
CC1CCN(S(=O)(=O)c2ccc3c(c2)N(CC(=O)NC(C)c2ccccc2)C(=O)CS3)CC1 (stereo not given),-3.1%,x,8.4%
O=C(COc1ccccc1)N(Cc1cccnc1)c1nc2c(F)cccc2s1,0.3%,x,-17.8%
CCCCn1c(=O)[nH]c(=O)c2c1nc(-c1ccccc1F)n2Cc1ccccc1,-14.0%,u,14.8%
Cc1ccc(NC(=O)COC(=O)CCn2c(C)csc2=O)cc1S(=O)(=O)N1CCOCC1,2.1%,-20.5%,2.1%

# Four of these compounds in another layout.
COc1ccccc1CNCc1ccc(C)cc1
- GCN5L2 inh: -6.6%
- N370S GC mod: 1.2%
- FEN1 inhibitor: 3.0%
Cc1ccc(/C=C/C(=O)Nc2ccc(S(=O)(=O)Nc3onc(C)c3C)cc2)cc1
- GCN5L2 inh: -4.7%
- N370S GC mod: -2.0%
- FEN1 inhibitor: -7.2%
CCOc1cc(C(=O)OCC(=O)c2c(C)[nH]c3ccccc23)ccc1OCC(=O)N1CCOCC1
- GCN5L2 inh: -9.4%
- N370S GC mod: -0.8%
- FEN1 inhibitor: 5.9%
O=C(O)C1CCCCC1C(=O)NCCc1ccccc1 (stereo not given)
- GCN5L2 inh: 1.8%
- N370S GC mod: -6.0%
- FEN1 inhibitor: -1.8%

# Next section.
SMILES,GCN5L2 inh,N370S GC mod,FEN1 inhibitor
CCc1ccc(NS(=O)(=O)c2cc(Br)cc3c2N(C(C)=O)CC3)cc1,-5.0%,x,9.4%
O=S(=O)(Cc1ccccc1)Nc1ccc(S(=O)(=O)N2CCCC2)cc1,-12.0%,-18.8%,-11.8%
Cc1nc(N2CCCCC2)c2c(C)c(C(=O)Nc3ccccc3C(F)(F)F)sc2n1,-11.8%,16.3%,0.5%
Cc1cc(SCC(=O)NC2(C#N)CCCCC2)nc2c(C)cccc12,0.8%,3.6%,-16.6%
CC(C)C[C@H](NC(=O)[C@H]1O[C@@H]1C(=O)O)C(=O)NCCCCN=C(N)N,0.0%,-9.6%,x
COC(=O)C1=C(C(=O)OC)C(c2ccccc2O)c2sc(=O)[nH]c2S1 (stereo not given),2.0%,-4.2%,-2.8%
Cc1ccc(Cl)cc1N1CCN(C(=O)CN2C(=O)CSc3c2c(C)nn3-c2ccccc2)CC1,-6.6%,x,-2.5%
CCc1nn(CC(=O)NCCc2ccc(OC)cc2OC)c(=O)c2cc3sccc3n12,-6.6%,x,15.5%
CC(C)NC(=O)N1CC[C@@]2(CCCN(C(=O)c3cc(C(F)(F)F)cc(C(F)(F)F)c3)C2)C1,1.0%,2.9%,x
COc1ccc(/C=N/NC(=O)c2ccc3nc[nH]c3c2)cc1,2.2%,13.2%,-1.8%
O=C(/C=C/c1cccs1)Nc1ccc([N+](=O)[O-])cc1,36.7%[activator],-1.8%,0.7%
O=C(CCc1nnc2ccc(N3CCCC3)nn12)Nc1ccc(F)cc1F,-1.1%,-7.4%,-0.1%
COc1ccc(CNC(=O)CCc2c(C)nn(-c3ccc(N4CCOCC4)nn3)c2C)cc1,-13.9%,x,-11.7%
Cc1nnc2ccc(Oc3ccc(-c4ccccc4)cc3)nn12,0.5%,15.5%,-0.7%
N#Cc1cccc(NC(=O)COc2ccc(-n3ccnc3)cc2)c1,-2.3%,-11.1%,11.3%

# Looked up above:
# Cc1ccc(C(=O)OCC(=O)NCc2cccs2)cc1C – GCN5L2 inh: -2.1%
# CCCCn1c(=O)[nH]c(=O)c2c1nc(-c1ccccc1F)n2Cc1ccccc1 – GCN5L2 inh: -14.0%
# O=C(NCc1cccnc1)c1csc2c1CCCC2 – FEN1 inhibitor: -1.8%
# CCc1nc(N2CCOCC2)c(C#N)c2c1CCCC2 – FEN1 inhibitor: -12.7%
# O=S(=O)(Cc1ccccc1)Nc1ccc(S(=O)(=O)N2CCCC2)cc1 – N370S GC mod: -18.8%
# COc1ccccc1CNCc1ccc(C)cc1 – FEN1 inhibitor: 3.0%
# COc1ccc(/C=N/NC(=O)c2ccc3nc[nH]c3c2)cc1 – FEN1 inhibitor: -1.8%

# Next part.
SMILES,GCN5L2 inh,N370S GC mod,FEN1 inhibitor
CCOc1ccc(/C=N/Nc2nc(=O)[nH]nc2C)cc1OC,-23.0%,-4.5%,-8.7%
C/C(=N\Nc1ncc(Cl)cc1Cl)c1ccc(OC(F)F)cc1,-2.8%,-4.3%,-19.9%
COc1cccc(C(=O)Nc2c[nH]c(=O)[nH]c2=O)c1,-9.6%,-18.9%,10.3%
Cc1cc(Cl)ccc1NC(=O)CCCn1nc(C)c2c(C)n(-c3ccccc3)nc2c1=O,-16.5%,x,20.3%
CCc1ccc(CNc2ncnc3onc(-c4ccc(Cl)cc4)c23)cc1,-11.8%,x,2.0%
CC(=O)N1CCN(C(=O)CNc2cc(C(F)(F)F)ccc2OCC(F)(F)F)CC1,-4.9%,4.2%,30.4%[activator]
CC(/C=N/NC(=O)Cn1cnc2ccccc21)=C\c1ccccc1,0.4%,-2.9%,-16.8%
CN(C)c1ccc(P(=O)(OC2CCCCC2)C(O)c2cccnc2)cc1 (stereo not given),2.5%,-2.0%,4.1%
O=C(CSc1nc2ccccc2n1CCc1ccccc1)NC1CCS(=O)(=O)C1 (stereo not given),-3.2%,12.3%,-0.7%
O=C(N/N=C/c1ccc2c(c1)OCO2)/C(=C/c1ccc2c(c1)OCO2)NC(=O)c1ccccc1,-3.5%,4.6%,-2.4%
Nc1c(Cl)c(Cl)nc(C(=O)OCC(=O)NCc2ccccc2)c1Cl,-0.1%,x,15.2%
O=c1cc2c(nn1Cc1cccc(Cl)c1)-c1ccccc1CC2,0.2%,13.6%,-10.7%
COc1ccc(C2Sc3nncn3N2Cc2ccc(C#N)cc2)cc1 (stereo not given),-17.1%,2.3%,1.5%
CSc1ccccc1C(=O)C1CCCN(C(=O)c2ccc(N3CCOCC3)cc2)C1 (stereo not given),-1.5%,4.0%,11.6%
O=C(NC1CCN(C(=O)NC2CCCCC2)CC1)c1ccco1,-2.1%,6.5%,-2.3%
CCCCc1c(C)nc2ccccc2c1SCCC#N,-6.1%,-10.7%,4.2%
CCc1c(C)nc(SCC(=O)c2cccs2)c(C#N)c1C,0.0%,5.5%,-12.9%
CC1Cc2cc(S(=O)(=O)N3CCN(c4ccccc4F)CC3)ccc2N1C(=O)C1CCC1 (stereo not given),-9.2%,x,-6.5%
CCCc1cc(=O)oc2cc(C)cc(OCC(=O)NC(Cc3c[nH]c4ccc(O)cc34)C(=O)O)c12 (stereo not given),-18.1%,-0.3%,-4.0%
CCSC1=N/C(=C\c2ccc(OC)cc2)C(=O)N1,-6.6%,25.7%,0.3%
CC(=O)c1ccc(NC(=O)C2Cc3ccccc3CN2C(=O)c2ccccc2)cc1 (stereo not given),0.7%,7.5%,-10.5%
Cc1ccc(-c2csc(/C(C#N)=C/Nc3ccccc3SC(F)(F)F)n2)c(C)c1,-2.5%,-0.7%,-1.0%
O=C1c2ccccc2C(=O)c2c1cccc2N1CCOCC1,-0.3%,2.5%,-20.0%
CCOC(=O)c1c(C)n(C)c2ccc(OCC(O)Cn3nc(C)c(Br)c3C)cc12 (stereo not given),-12.4%,-4.3%,-23.8%
COc1cc(C(=O)NC(=S)Nc2ccc3c(c2)C(=O)N(C)C3=O)cc(OC)c1OC,-8.8%,-14.0%,1.1%
Cc1ccc(C(=O)Nc2ccc(NC(=O)c3cccs3)cc2)cc1[N+](=O)[O-],11.9%,7.1%,13.8%
COc1ccc(NC(=O)CN(C)S(=O)(=O)c2ccc(C(=O)N3CCOCC3)s2)cc1,-4.9%,x,-1.9%
COc1ccc(NC(=O)CN2C(=O)/C(=C3\SC(=S)N(C4CCS(=O)(=O)C4)C3=O)c3ccccc32)cc1 (stereo not given),-8.2%,2.6%,-3.4%
CCOC(=O)c1ccc(NC(=S)NNC(C)(C)C)cc1,1.4%,18.9%,-5.4%
Cc1ccc(CNC(=O)c2ccc(N3CCC4(CC3)CC(c3ccccc3)=NO4)c(NC(=O)c3c(Cl)cccc3Cl)c2)cc1,-15.6%,-5.4%,-4.1%
COc1ccccc1N(C)S(=O)(=O)c1ccc(C(=O)N2CCCC(C(F)(F)F)C2)cc1 (stereo not given),-1.7%,-6.8%,-18.8%
CCc1ccccc1NC(=O)c1cnccn1,-1.0%,6.5%,2.6%
O=C(CCc1ccc(O)cc1)N/N=C/c1coc2ccccc2c1=O,-1.0%,-9.1%,-5.0%
CCC(=O)N1N=C(c2cccs2)CC1c1ccc(C)cc1 (stereo not given),-4.9%,-3.8%,-4.7%

# Assay outcomes: PubChem BioAssay, National Center for Advancing Translational Sciences (NCATS)

# This is a subset; the hit share may differ from the screen's.
